# High-throughput results as filed in PubChem BioAssay.
# HT1080 IDH1KD tx = HT-1080 IDH1 knockdown cell toxicity (counter line). HT-1080 IDH1 knockdown viability, ATP luminescence, 48 h. Potency, µM (doses to about 46.1 µM), for the others: top-dose activity, negative = toxicity, hits mostly cytotoxic. 360,000 tested, 2% active. AID 686971;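 further: potency means the concentration at half of the fitted maximal effect; 0% = DMSO wells and -100% = cell-free medium wells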
#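 Luminescent ATP read-out (CellTiter-Glo, 10 min at room temperature) after 48 h compound exposure at 37 °C gave viability of IDH1-knockdown HT-1080 cells. Activity was normalised to DMSO and cell-free wells, then fitted as concentration-response curves.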
# KB-3-1 tox = kills parental KB-3-1 adenocarcinoma cells; KB-3-1 viability, CellTiter-Glo ATP luminescence, 72 h; AID 1347075; Potency, µM (highest dose often 46.1 µM), for the others: at the top dose activity change, negative = cytotoxic, usual class: cytotoxic; 400,000 tested, 1.4% active; further: potency means the concentration at half of the fitted maximal effect; on the % scale 0 is the no-effect control and ±100 the full control effect; nearly all actives have a fitted effect of over 60% in size
#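 Using CellTiter-Glo luminescence, growth of non-resistant KB-3-1 adenocarcinoma cells is assessed 72 h after pin-tool compound addition at 37 °C. Normalized responses across the concentration series yield fitted curves.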
# ATXN2 expr inh = reduces ATXN2 reporter expression in HEK-293 cells; HEK-293 ATXN2-luciferase reporter, luminescence, 24 h; Potency, µM (highest dose often 57 µM), for inactives: top-dose activity change, negative = inhibition, actives largely listed as inhibitors; 360,000 tested, 0.72% active; AID 1745845; further: potency means the concentration at half of the fitted maximal effect; on the % scale 0 is the no-effect control and ±100 the full control effect; nearly all actives have a fitted effect of over 55% in size
#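 ATXN2-luciferase reporter cells (luciferase flanked by upstream and downstream ATXN2 gene portions) were treated 24 h at 37 °C with compounds at up to 57 uM. SteadyGlo luminescence gave expression; GF-AFC fluorescence gave viability.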
# IL1B secr inh = blocks inflammasome-driven IL-1 beta release. activity change, % at 57.5 µM. 360,000 tested, 4.7% active. THP-1 LPS/ATP IL-1B secretion, AlphaLISA, 16 h; active compounds read low; in the data active means activity change below about -50%; inconclusive means mostly about -30% to -49%; further: on the % scale 0 is the no-effect control and ±100 the full control effect
#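 THP-1 cells pretreated 1 hr with compounds (up to 57.5 uM final), then stimulated with LPS (250 ng/mL final) plus ATP (1.25 mM final); secreted IL-1B measured by AlphaLISA after 16 hr, decreased signal indicating inhibition.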
# MCF10A rerep = inducers of DNA re-replication in MCF 10A breast cells. Potency, µM (top dose mostly 46.1 µM), inactives show at the highest dose activity, positive = re-replication, hits mostly activators. AID 624296. 350,000 tested, 2.9% active. MCF 10A DNA re-replication, Hoechst nuclear intensity, 48 h; further: potency means the concentration at half of the fitted maximal effect; % of control where 0% means no effect; nearly all actives have a fitted effect of over 50% in size
# HT1080-NT tox = kills 2HG-producing HT-1080-NT fibrosarcoma cells. Potency, µM (doses to about 46.1 µM), for inactives: at the top dose activity, negative = less viability, usual class: cytotoxic. 360,000 tested, 1.6% active. HT-1080-NT fibrosarcoma viability, CellTiter-Glo ATP luminescence, 48 h;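 further: NT is the 2HG producing partner of a matched IDH1 knockdown line; potency means the concentration at half of the fitted maximal effect; 0% = DMSO-treated cells and -100% = media-only wells without cells; nearly all actives have a fitted effect of over 55% in size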
#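 A 48-hour cytotoxicity screen used HT-1080-NT cells plated 2 hours before compound delivery. ATP-based CellTiter-Glo luminescence measured viability, normalized to DMSO and no-cell controls.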
# HepG2 tox = kills HepG2 cells in TGF-b inhibitor counter-screen; HepG2 CAGA-GFP viability, ATP luminescence, 18 h; 410,000 tested, 0.76% active; AID 588856; Potency, µM (series often up to 46.1 µM), for inactives: at the highest dose activity change, negative = cytotoxicity, most hits filed as cytotoxic; further: potency means the concentration at half of the fitted maximal effect; some results filed as inactive show a strong effect at the top dose
#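 CellTiter-Glo luminescence gave cytotoxicity after 18 hours at 37 degrees C. The cells were HepG2 CAGA-GFP in 1% FBS DMEM, stimulated with 500 pg/mL TGF-beta after compound addition. %Activity was normalised to no-cell wells (complete cell-killing) and DMSO (no toxicity), and curves were fitted and classified.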
# S2 tox = reduces viability in counter-screen for ATXN expression inhibitors. S2 cells (HEK-293 line with an ATXN2-luciferase reporter) viability, CellTiter-Fluor protease fluorescence, 24 h. Potency, µM (series often up to 56.7 µM), most hits filed as cytotoxic. 400,000 tested, 0.49% active. AID 651635; further: potency means the concentration at half of the fitted maximal effect; nearly all actives have a fitted effect of over 40% in size
# SW480 rereplic = DNA re-replication induction in SW480 cells | SW480 DNA re-replication, Hoechst DNA content imaging, 48 h | Potency, µM (titrated, usually from 46.1 µM), inactives show at the top dose re-replication activation, most hits filed as activators | 340,000 tested, 1.8% active; further: potency means the concentration at half of the fitted maximal effect; % of control where 0% means no effect; nearly all actives have a fitted effect of over 55% in size
#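 DNA re-replication was detected as more nuclei of elevated Hoechst intensity after 48 hr exposure to compound (23 nL pinned per well of 250 cells).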
# Starred values were filed as active, the others as inactive; i = inactive; u = inconclusive; x = no result given; & = joins results of further samples; [ ] = dose if it differs, or a comment. Unless noted, the call rests on the fitted dose curve; in most records, active means well fitted curve in the direction sought with a large enough effect; inconclusive means small, poorly fitted or top-dose-only effect, or another doubt; inactive means no such curve, though single readings can be large; an effect the other way counts as inactive or inconclusive. Compounds as they come (roughly 8.9% active in at least one column).
SMILES,HT1080 IDH1KD tx,KB-3-1 tox,ATXN2 expr inh,IL1B secr inh,MCF10A rerep,HT1080-NT tox,HepG2 tox,S2 tox,SW480 rereplic
CSc1nsc(/C=C/Nc2ccc(C(=O)O)cc2)c1C#N,1%,-9%,-8%,45,5.2µM*,-1%,0%,i,u
CCN(CC)S(=O)(=O)c1cccc(C(=O)Nc2cc(C)cc(C)c2)c1,u,11%,19%,-9,5%[9.22 µM],-10%,-43%,i,16%
c1nc(NCc2ccc3c(c2)OCO3)c2cc(-c3ccc4c(c3)OCCO4)ccc2n1,x,0%,-25%,x,9.2µM*,x,-11%,u,1%[9.22 µM]
CCOc1ccc(C(=O)Nc2cc(C)c3c(=O)oc4ccccc4c3n2)cc1,17%,15%,9%,40,27%,2%,-5%,i,1%
COC1C/C(=N\O)C2OC(c3ccccc3)OCC2O1 (configuration not stated),3%,-1%,15%,4,-4%,4%,1%,i,u
Cc1cc(C)cc(NC(=O)NCc2ccccn2)c1,0%,5%,3%,10,-11%,-4%,3%,i,-10%
Cc1ccc(-c2csc(NC(=O)CSC3=NCCS3)n2)cc1,-3%,2%,x,u,16%,-4%,-24%,x,-12%
COC(=O)C1=C(C(=O)OC)[C@@H]2N(C)c3ccc(OC)cc3[C@@]23C[C@@H](C(=O)OC)N(S(=O)(=O)c2ccc([N+](=O)[O-])cc2)C3=N1,0%,16%,-5%,-6,0%,u,6%,i,-15%
O=C(Nc1ccccc1C(F)(F)F)N1CCCC(O)C1 (configuration not stated),5%,1%,-1%,6,24%,10%,0%,i,-1%
CCOC(=O)Cn1nc(C)c(NC(=O)COc2ccccc2)c1C,2%,15%&-15%,-2%[11.3 µM],14,u,11%,7%&3%,i,-1%
COc1ccc(N2CC(C(=O)NNC(=O)c3ccc(Br)cc3)CC2=O)c(OC)c1 (configuration not stated),2%,1%,-3%,2,18%,4%,11%,i,u
CCOC(=O)c1nnc(-c2ccccc2)nc1Sc1c(Cl)cccc1Cl,21µM*,-5%,u,-116*,15µM*,u,-115%,u,u
CCOc1ccc(NC(=O)CSc2n[nH]c(N)n2)c([N+](=O)[O-])c1,18%,2%,-4%,10,3%,6%,26%,i,12%
O=C(OCc1cccc(Cl)c1)c1cc([N+](=O)[O-])ccc1N1CCOCC1,u,u,-14%,u,u,-23%,-16%,u,u
Cc1cc(C)c2oc(C(=O)NC3CCS(=O)(=O)C3)cc(=O)c2c1 (configuration not stated),19%,18%,-5%,0,2%,4%,6%,i,-15%
Cc1ccc(C(=O)Oc2ccccc2N2C(=O)C3CCC(C)CC3C2=O)cc1 (configuration not stated),8%,9%,x,0,0%,11%,4%,x,-14%
CC12CCC(O)CC1=CCC1C2CCC2(C)c3[nH]ncc3CC12 (configuration not stated),u,-5%,-20%,25,15µM*,-25%,-15%,i,u
CCOC(=O)C(NC(=O)Nc1ccc(Cl)cn1)(Oc1ccccc1)C(F)(F)F (configuration not stated),-7%,-6%,16%,2,u,17%,-25%,i,u
COc1ccc(CN2C(=O)C(CC(=O)NCCc3ccccn3)CC(C(=O)N3CCOCC3)=C2C)cc1 (configuration not stated),23%,0%,2%,-14,x,18%,-31%,i,x
CCCC(CCC)C(=O)Nc1cccc(-c2cn3c(n2)SCC3)c1,11%,0%,x,-4,-5%,16%,-5%,i,0%

# By substructure, the entries above containing an NH in an aromatic ring.
SMILES,HT1080 IDH1KD tx,KB-3-1 tox,ATXN2 expr inh,IL1B secr inh,MCF10A rerep,HT1080-NT tox,HepG2 tox,S2 tox,SW480 rereplic
CCOc1ccc(NC(=O)CSc2n[nH]c(N)n2)c([N+](=O)[O-])c1,18%,2%,-4%,10,3%,6%,26%,i,12%
CC12CCC(O)CC1=CCC1C2CCC2(C)c3[nH]ncc3CC12 (configuration not stated),u,-5%,-20%,25,15µM*,-25%,-15%,i,u

# Record cards, as listed above:
# CCOC(=O)C(NC(=O)Nc1ccc(Cl)cn1)(Oc1ccccc1)C(F)(F)F (configuration not stated) as listed: HT1080 IDH1KD tx = -7%; KB-3-1 tox = -6%; ATXN2 expr inh = 16%; IL1B secr inh = 2; MCF10A rerep = u; HT1080-NT tox = 17%; HepG2 tox = -25%; S2 tox = i; SW480 rereplic = u
# Cc1ccc(C(=O)Oc2ccccc2N2C(=O)C3CCC(C)CC3C2=O)cc1 (configuration not stated) as listed: HT1080 IDH1KD tx = 8%; KB-3-1 tox = 9%; ATXN2 expr inh = x; IL1B secr inh = 0; MCF10A rerep = 0%; HT1080-NT tox = 11%; HepG2 tox = 4%; S2 tox = x; SW480 rereplic = -14%
# CCCC(CCC)C(=O)Nc1cccc(-c2cn3c(n2)SCC3)c1 as listed: HT1080 IDH1KD tx = 11%; KB-3-1 tox = 0%; ATXN2 expr inh = x; IL1B secr inh = -4; MCF10A rerep = -5%; HT1080-NT tox = 16%; HepG2 tox = -5%; S2 tox = i; SW480 rereplic = 0%

# Structures listed so far that bear a hit mark in IL1B secr inh.
Structure	IL1B secr inh	SW480 rereplic
CCOC(=O)c1nnc(-c2ccccc2)nc1Sc1c(Cl)cccc1Cl	-116*	u

# (list continues)
SMILES,HT1080 IDH1KD tx,KB-3-1 tox,ATXN2 expr inh,IL1B secr inh,MCF10A rerep,HT1080-NT tox,HepG2 tox,S2 tox,SW480 rereplic
N#CC1=C(N)Oc2nc(-c3ccccc3)[nH]c2C1c1cccnc1 (configuration not stated),2%,0%,-14%,7,-9%,-3%,-50%,i,-2%[9.22 µM]
Cc1ccc(CN2C(=O)CN(S(C)(=O)=O)CC2(C)C(=O)NC(C)C)cc1 (configuration not stated),8%,-14%,x,-7,x,-4%,x,x,x
Cc1ccc(-c2cc(C(=O)NC3=NCCS3)c3ccccc3n2)cc1C,-27%,-28%,90%[activator],-9,25%,u,-9%,i,16%
Cc1ccc(NC(=O)CSC(C)c2nc3ccccc3c(=O)[nH]2)cc1 (configuration not stated),12%,6%,6%,i,1%,-2%,-22%,i,9%
O=C(NCC(c1cccnc1)N1CCOCC1)c1ccco1 (configuration not stated),16%,6%,4%,6,-1%,14%,-1%,i,-13%
COc1cc2nc(CN(C)Cc3ccc(F)cc3)[nH]c(=O)c2cc1OC,12%,2%,x,-2,-1%,3%,-4%,i,-45%[inhibitor]
COc1cc(/C=N/NS(=O)(=O)c2ccc(C)c([N+](=O)[O-])c2)ccc1O,-6%,7%,x,10,-3%,7%,10%,i,u
O=C(O)CC(NC(=O)c1ccco1)c1ccco1 (configuration not stated),11%,-11%,4%,-5,0%,9%,-2%,i,-10%
Cc1ccc(-c2csc3nc(C)n(N)c(=O)c23)o1,1%,6%,31%,12,-2%,-3%,-25%,i,-4%
CN(C)CCOC(=O)C1(c2ccccc2)CCOCC1,12%&18%,-3%&7%,-18%&3%,0&1,-2%&1%,10%&20%,-2%&-1%,i,-3%&-1%
Cc1ccccc1NC(=O)CSc1nnc2ccc(-c3ccncc3)nn12,0%,7%,3%,-6,-3%,0%,-3%,i,-101%[inhibitor]
CC(C)NC(=O)CSc1nc2ccccc2n1CC(=O)N(C(C)C)C(C)C,10%,19%,1%[11.3 µM],26,-6%,10%,-1%,i,21%
CC(=O)c1cccc(NC(=O)CCCN(C)S(=O)(=O)c2ccc(F)cc2)c1,5%,15%,16%,22,2%,-4%,-16%,i,-5%
COc1cccc(CNc2nc3cc(-c4ccccc4C)sc3c(=O)n2C)c1,u,-4%,-35%,-8,x,u,-22%,i,x
Cc1cc(C(=O)C(=O)NC(C)C)c(C)n1-c1ccc([N+](=O)[O-])cc1,5%,15%,0%,0,6%,6%,-3%,i,-8%
COc1ccc(CCn2c(=O)c3cccnc3n(CC(=O)Nc3c(C)cc(C)cc3C)c2=O)cc1OC,x,3%,4%,x,x,x,0%,i,x
CC(=O)Nc1ccc(S(=O)(=O)N2CCC(C(=O)NC3CCCC3)CC2)cc1,6%,9%,9%,28,-2%,0%,7%,i,2%
CCOc1ccc(N(Cc2cc3ccc(C)cc3[nH]c2=O)S(C)(=O)=O)cc1,-24%,2%,6%,8,10%,-1%[9.24 µM],8%,i,u
O=C(COc1cccc2cccnc12)N/N=C1\SCC(=O)N1Cc1ccccc1,-2%,23%,5%,-12,-5%,0%,1%,i,-2%[9.22 µM]
O=C(c1cccc(C(F)(F)F)c1)C1CCCN(C(=O)CCCN2CCCC2=O)C1 (configuration not stated),-3%,-2%,x,37,-7%,0%,0%,i,-5%

# Some entries already given, limited to SW480 rereplic, HepG2 tox and MCF10A rerep.
molecule	SW480 rereplic	HepG2 tox	MCF10A rerep
Cc1cc(C(=O)C(=O)NC(C)C)c(C)n1-c1ccc([N+](=O)[O-])cc1	-8%	-3%	6%
COc1ccc(CCn2c(=O)c3cccnc3n(CC(=O)Nc3c(C)cc(C)cc3C)c2=O)cc1OC	x	0%	x

# (next part)
SMILES,HT1080 IDH1KD tx,KB-3-1 tox,ATXN2 expr inh,IL1B secr inh,MCF10A rerep,HT1080-NT tox,HepG2 tox,S2 tox,SW480 rereplic
CC(=O)Nc1ccc(SCC(=O)Nc2ccc3c(c2)OCCO3)cc1,1%,5%,2%,-16,-13%,0%,3.5µM*,i,-15%
O=C(CSc1cc(Cl)ccc1Cl)NCCCn1ccnc1,u,u,3%,6,5%,u,-12%,i,-12%
C=CCn1c(SCC(=C)C)nc2c1c(=O)[nH]c(=O)n2C,0%,-23%,-11%,15,3%,0%,-4%,i,4%
CCOC(=O)Cc1csc(SC(C)C(=O)Nc2ccc(NC(C)=O)cc2)n1 (configuration not stated),5%,4%,8%,41,4%,-3%,-7%,i,-1%
O=C(CCc1ccncc1)NC1CCCc2c1cnn2-c1ccc(F)cc1F (configuration not stated),-20%,-20%,u,-12,4%,u,-13%,i,u
COc1cccc(CNC(=O)C2CCN(S(=O)(=O)c3c(C)nn(C)c3C)CC2)c1,-1%,23%,7%,12,-3%,0%,13%,i,-5%
